# From PubChem
# MEKK2 WT-MEK5: raises or lowers MEK5 binding to wildtype human MEKK2 PB1 domain | 290,000 compounds, 1.1% hits | binding response (% of control), % at 10 µM | bead flow cytometry, Alexa488-MEK5 binding to MEKK2 WT; actives lie on both sides; in the data active = binding response below about 67% or above about 130%
# M18AAP inhibitor: PfM18AAP enzyme inhibition | recombinant PfM18AAP, H-Glu-NHMec fluorogenic cleavage | inhibition, % at 7.35 µM | 290,000 compounds, 1.2% hits | AID 1822;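 active = inhibition above the campaign mean inhibition over all tested compounds plus 3 SD, cut at about 28% in these data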;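 note: 0% = plate median of test compound wells and 100% = 2 mM ZnCl2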
# V1aR counter: counter-screen for oxytocin receptor agonists: human V1a receptor agonists; CHO-V1R cells, Fluo-8 calcium fluorescence, agonist mode; 0% DMSO, 100% 3 nM vasopressin; activation, % at 3 µM; 320,000 compounds, 0.25% hits; AID 2797;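 active = activation above the mean activation of all tested compounds plus 3 SD, per screening run, cut at about 20% in these data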;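 note: signal is peak over basal fluorescence ratio across a 100 second FLIPR read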
# NALP1 inh: inhibitors of NALP1 inflammasome in yeast | 280,000 compounds, 0.61% hits | inhibition, % at 10 µM | S. cerevisiae NALP1/ASC/caspase-1 growth, X-gal OD620, 72 h; in the data active = inhibition mostly above about 24%, no sharp cut-off; inactive = mostly below about 32%; note: some compounds called inactive have numbers as strong as hits
# OXTR potentiate: human OXTR potentiation; CHO-OTR cells, Fluo-8 calcium fluorescence, potentiator mode; 0% = oxytocin EC15, 100% = EC100; activation, % at 3 µM; 320,000 compounds, 0.061% hits; AID 2445;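 active = activation above that plate's cutoff, the mean activation of tested compounds plus 3 SD, cut at about 6.6% in these data, passing the limit was not always enough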;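 note: 100% uses oxytocin at 75 nM as the full agonist control; some results filed as inactive read as strong as hits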
# Target sequence (P30559 whole entry, looked up): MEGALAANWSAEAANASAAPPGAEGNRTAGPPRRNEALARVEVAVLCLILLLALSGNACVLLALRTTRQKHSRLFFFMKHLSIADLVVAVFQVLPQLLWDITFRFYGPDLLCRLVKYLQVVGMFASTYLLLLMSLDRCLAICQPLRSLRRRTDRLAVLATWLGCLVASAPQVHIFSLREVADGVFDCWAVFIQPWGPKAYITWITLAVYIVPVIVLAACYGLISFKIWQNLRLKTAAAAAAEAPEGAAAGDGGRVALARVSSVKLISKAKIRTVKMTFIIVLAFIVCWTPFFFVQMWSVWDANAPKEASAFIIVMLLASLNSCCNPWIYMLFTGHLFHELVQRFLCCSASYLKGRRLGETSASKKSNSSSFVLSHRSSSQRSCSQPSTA
#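 Assay system: CHO cell line stably expressing human OTR | Also added: Oxytocin at about EC15, sub-maximal agonist stimulus | Times: Compound 6 min at room temperature before oxytocin, 100 s read | Measured by: Fluo-8 intracellular calcium fluorescence, ex 470-495, em 515-575 nm | Controls: EC15 oxytocin alone as 0%, 75 nM oxytocin as 100%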
# GPR7 antagonist: blocks human GPR7 receptor signaling | 290,000 compounds, 1.1% hits | AID 1861 | P48145 | GPR7-expressing cells, fluorescence antagonist assay | inhibition, % at 4.4 µM; in the data active = inhibition above about 16%, passing the limit was not always enough;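 note: cells stimulated with the agonist NPW; 0% = agonist with vehicle and 100% = vehicle without agonist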
# Target sequence (P48145 whole entry, looked up): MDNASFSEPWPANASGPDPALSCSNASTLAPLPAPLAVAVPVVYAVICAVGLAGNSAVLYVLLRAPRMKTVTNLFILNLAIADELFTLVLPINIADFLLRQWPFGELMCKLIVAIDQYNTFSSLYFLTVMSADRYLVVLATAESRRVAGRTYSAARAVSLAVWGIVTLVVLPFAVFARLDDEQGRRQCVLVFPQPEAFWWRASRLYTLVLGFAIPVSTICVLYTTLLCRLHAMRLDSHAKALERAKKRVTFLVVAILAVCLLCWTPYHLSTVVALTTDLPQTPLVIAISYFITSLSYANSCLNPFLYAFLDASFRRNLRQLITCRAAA
# OXTR ag: human OXTR agonism; CHO-OTR cells, Fluo-8 calcium fluorescence; normalized: DMSO 0%, oxytocin 100%; 320,000 compounds, 0.32% hits; P30559; activation, % at 3 µM;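 active = activation above the mean of all tested compounds plus 3 SD, cutoff set per screening run, cut at about 20% in these data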;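 note: peak over basal fluorescence ratio from a 100 s FLIPR kinetic read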
# GalR3 antagonist: blocks the human galanin receptor 3; HEK293 GalR3-CNG cAMP membrane potential fluorescence; galR3 body fused to GalR1 C-terminus; inhibition, % at 3 µM; O60755; 360,000 compounds, 0.44% hits; AID 651719;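 active = inhibition above the screen-wide average plus 3 SD, cut at about 13% in these data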;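 note: forskolin and galanin both at EC90 stimulate the cells; cAMP rise reported by CNG channel membrane potential dye signal; 0% = forskolin plus galanin with DMSO and 100% = forskolin alone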
# Target sequence (O60755 1-299 limits assumed): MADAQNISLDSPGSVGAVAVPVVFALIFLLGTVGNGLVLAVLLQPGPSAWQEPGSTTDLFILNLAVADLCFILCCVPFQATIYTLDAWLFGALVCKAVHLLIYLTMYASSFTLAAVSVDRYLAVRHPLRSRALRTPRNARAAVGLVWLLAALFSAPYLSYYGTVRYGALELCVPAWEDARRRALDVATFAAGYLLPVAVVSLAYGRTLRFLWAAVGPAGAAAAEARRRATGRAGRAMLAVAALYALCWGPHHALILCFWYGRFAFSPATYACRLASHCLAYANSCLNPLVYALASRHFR
# MEKK2 mut-MEK5: signal of MEK5 binding to mutant human MEKK2 PB1 domain | bead flow cytometry, Alexa488-MEK5 binding to MEKK2 mutant | percent response, % at 10 µM | 290,000 compounds, 0.35% hits | AID 1530; in the data active = percent response above about 24%, passing the limit was not always enough; note: inactives centre near 1; some results filed as inactive read as strong as hits
# Active calls of the source: *; x = not tested or not shown. This is a random part of the collection; 4.1% or so of the library scored in one or more.
SMILES,MEKK2 WT-MEK5,M18AAP inhibitor,V1aR counter,NALP1 inh,OXTR potentiate,GPR7 antagonist,OXTR ag,GalR3 antagonist,MEKK2 mut-MEK5
Cc1ccc(C(=O)CSc2nc3ccc(C(=O)NCCN4CCCCC4)cc3c(=O)[nH]2)cc1,92,x,1.8,28,3,x,1.0,-2,-2
COc1ccc(NC(=O)CN2C(=O)NC3(CCCC3)C2=O)cc1OC,94,8,-0.2,17,-7,-15,-0.1,-8,0
CC(C)CC(c1nnnn1CC1CCCO1)N1CCN(c2cccc(Cl)c2)CC1 (configuration not stated),101,-3,-1.0,0,-1,-11,-0.1,-2,5
COCc1nnc(NS(=O)(=O)c2ccc(NC(C)=O)cc2)s1,96,-3,-0.6,5,0,-15,0.3,-2,0
O=C(COc1ccc2c3c(c(=O)oc2c1)CCC3)NCc1ccccn1,100,-1,1.3,-10,-9,-5,0.6,0,0
O=C(Nc1ccc(Cl)cc1)C1(S(=O)(=O)c2ccccc2)CC1,x,x,-0.8,x,0,x,-1.8,-5,x
CC(=O)N1CCN(c2ccccc2NC(=O)c2ccc(-c3cccc([N+](=O)[O-])c3)o2)CC1,73,-1,-0.3,6,-3,-12,-0.6,-5,-25
C=CCSc1nc2ccsc2c(=O)n1-c1ccccc1,100,-7,-1.3,12,-14,-22,-2.0,-7,-3
CSc1nnc(-c2sc3cc(Cl)ccc3c2Cl)n1C,97,-15,0.7,9,-10,-5,-1.5,-4,5
CC1Cn2c(nnc2-c2cccc(Cl)c2)S1 (configuration not stated),99,1,1.1,3,-1,-8,-0.7,-1,4
C/C(=N\NC(=O)c1cccc(Br)c1)c1ccc(Br)cc1,105,-8,-0.3,4,-11,-10,-1.8,-3,1
COc1ccc(NC(=O)CSc2nccn2Cc2ccco2)c(OC)c1,100,-6,-0.5,10,-14,-6,-0.5,-3,-3
Cc1csc(C)[n+]1CC(=O)c1ccccc1,105,-7,-0.2,-3,-13,-12,-0.8,-3,0
Cc1cccc(NC(=S)NCCc2ccc(Cl)cc2)c1C,106,2,0.3,7,-2,-4,-1.5,-3,3
CCSc1ccc(-c2cccc([N+](=O)[O-])c2)nn1,100,3,-1.2,2,-8,-15,-2.2,3,5
O=C(c1ccc(S(=O)(=O)N2CCOCC2)cc1)N1CCN(C2=NS(=O)(=O)c3ccccc32)CC1,95,-10,0.2,14,-7,-14,0.2,-7,2
CC(NC(=O)COC(=O)CNC(=O)c1ccc(-c2ccccc2)cc1)c1ccccc1 (configuration not stated),x,x,3.8,x,-6,x,1.4,-2,x
CCN(CC(=O)NC1CCCCCC1)S(=O)(=O)c1ccccc1,98,5,0.9,x,1,-11,0.0,-6,2
O=[N+]([O-])c1ccccc1Nc1ccccc1,108,-4,-1.7,-10,-3,-3,-1.6,-5,1
C=CCC1(O)C(=O)Nc2ccccc21 (configuration not stated),108,0,0.1,40,-5,-16,-0.1,0,5
O=C(COC(=O)c1cc(S(=O)(=O)N2CCOCC2)ccc1F)Nc1c(Cl)cccc1C(F)(F)F,x,x,0.0,x,-3,x,-0.2,-1,x
COc1ccc(S(=O)(=O)N2CCCCC2)cc1NC(=O)C1CSC2(C)CCC(=O)N12 (configuration not stated),105,-12,0.9,17,-10,-8,-0.1,-4,-1
Cc1ccccc1OCCCC(=O)NC1CCCCC1,98,-2,-1.0,16,-7,5,-2.2,-11,-1
C/C=C/Cn1c(Br)nc2c1c(=O)n(C)c(=O)n2C,107,-4,2.8,8,-3,1,0.1,-3,5
C=CCNCCOCCOc1ccc(Cl)cc1C(C)(C)C,99,6,5.0,27,-9,5,10,-3,-2
SMILES,MEKK2 WT-MEK5,M18AAP inhibitor,V1aR counter,NALP1 inh,OXTR potentiate,GPR7 antagonist,OXTR ag,GalR3 antagonist,MEKK2 mut-MEK5
COc1ccc(OC)c(S(=O)(=O)N2CCC(C(=O)N3CCN(c4ccc(F)cc4)CC3)CC2)c1,106,-1,x,0,x,-11,x,-1,-1
CN(C)CCNc1nc2sc3c(c2c(=O)n1Cc1ccccc1)CCCCC3,149*,5,x,26,x,40*,x,-10,22
Cc1c(NC(=O)C(C)OC(=O)CNC(=O)c2ccccc2)c(=O)n(-c2ccccc2)n1C (configuration not stated),102,5,-0.3,20,0,-3,1.1,-5,-1
CCc1ccc(NC(=S)N2CCCC2)cc1,96,1,x,-10,x,5,x,3,-5
COc1ccc(OC)c(NC(=S)NCc2cccnc2)c1,100,6,0.8,33,-3,-12,-0.8,-7,0
Cc1cc(C(=O)NC(C)C2CC2)c(Cl)cc1Cl (configuration not stated),119,0,-1.7,17,-3,-15,-1.7,4,11
O=c1[nH][nH]c(-c2ccccc2O)c1C(C[N+](=O)[O-])c1ccc(Br)cc1 (configuration not stated),97,27,-0.4,102*,-4,3,0.7,-1,1
Cn1nccc1C(=O)N1CCOCC1,111,-7,2.2,16,-6,-6,0.6,0,9
O=C(NC(Cc1c[nH]c2ccccc12)C(=O)O)c1ccco1 (configuration not stated),111,-1,-0.3,44,-11,-1,-0.1,-2,5
CCOC(=O)N1CCC(N2Cc3cccc(C(=O)N4CC(C)CC(C)C4)c3C2=O)CC1 (configuration not stated),95,0,-1.6,-5,-5,-8,-1.7,6,0
CCOC(=O)c1sc(/N=C/N(C)C)c(C(=O)OCC)c1C,108,-11,-1.3,-9,1,-1,-1.6,-6,6
CC(Sc1ccccc1)C(=O)NCC(c1ccco1)N1CCCCC1 (configuration not stated),x,x,-0.4,x,-5,x,-1.3,-3,x
O=C(CSc1n[nH]c(-c2ccccc2)n1)Nc1ccccc1O,105,1,5.3,4,-8,1,4.1,2,4
CSc1nc(N)c(C#N)c(-c2ccc(Cl)cc2)c1C#N,114,11,0.2,10,-21,-15,3.7,-6,18
COCCn1c(C)c(C)c2c(NCCc3ccccc3)ncnc21,106,9,x,16,x,5,x,-6,-31
CCN(C[C@H]1N[C@@](Cc2ccccc2)(C(=O)OC)[C@H]2C(=O)N(C)C(=O)[C@@H]12)S(=O)(=O)c1ccccc1,x,x,0.3,x,0,x,2.2,-7,x
COc1ccc2c(C(=O)CN3CCC(C)CC3)c[nH]c2c1,92,-3,3.3,11,-3,2,2.1,-5,5
COCCNC(=O)C(c1ccccc1C)N(CCOC)C(=O)Cn1nnc2ccccc21 (configuration not stated),105,2,-0.5,-33,-7,5,-0.4,-4,4
O=C(CSc1ccccc1)Nc1ccc(NC(=O)c2ccco2)cc1,100,6,2.7,13,-6,-6,4.5,-2,1
COCCN(C(=O)COC(=O)Cc1ccc(Cl)cc1Cl)c1c(N)n(Cc2ccccc2)c(=O)[nH]c1=O,x,x,-1.4,x,-7,x,-1.0,0,x
CCC(Oc1ccccc1)C(=O)Nc1nc2ccccc2[nH]1 (configuration not stated),111,1,4.0,0,-15,-10,0.7,-1,4
O=C(CNC(=O)c1ccccc1Cl)NCC(c1cccs1)N1CCOCC1 (configuration not stated),x,x,0.6,x,1,x,0.5,-3,x
CC(Sc1nncn1C)C(=O)Nc1ccccc1-c1ccccc1 (configuration not stated),92,-14,0.1,12,-11,-11,-0.5,-2,-3
CN1CCC(N(C)C(=S)NC(=O)c2cc(-c3cccc(Br)c3)nc3ccccc23)CC1,111,9,1.8,6,-8,-3,2.8,5,5
CCOC(=O)c1ccc(S(=O)(=O)NCCN2CCOCC2)cc1,96,7,3.2,2,-2,-8,2.7,-7,4
SMILES,MEKK2 WT-MEK5,M18AAP inhibitor,V1aR counter,NALP1 inh,OXTR potentiate,GPR7 antagonist,OXTR ag,GalR3 antagonist,MEKK2 mut-MEK5
Cc1nc2ccccc2c(=O)n1/N=C/c1ccccc1F,104,-8,0.1,24,-10,4,-1.2,2,6
COc1ccccc1CNC(=O)Cc1ccc(OC)c(OC)c1,103,1,-0.4,-9,-13,3,-0.1,-7,1
CCOCCCNc1nc2c([nH]1)c(=O)n(C)c(=O)n2C,101,-5,0.1,-1,-6,6,0.0,-3,2
O=C(CCNC(=O)c1ccc([N+](=O)[O-])cc1)Nc1cccc(S(=O)(=O)N2CCOCC2)c1,x,x,0.6,x,-11,x,-0.6,-4,x
Cc1ccc(NC(=O)CCC(=O)c2cccs2)c(Br)c1,107,-10,-0.1,16,-13,1,0.4,1,4
Cc1cc(C)c2nc(N3CCCN(C(=O)c4ccco4)CC3)c(C#N)cc2c1,91,6,-0.5,-22,-2,-1,-1.7,0,-4
O=C(c1cc(Sc2ccc(Cl)cc2)nc2ccccc12)N1CCN(c2ccccn2)CC1,88,-4,-0.2,10,-4,-22,-0.9,0,-1
CCOCCCNC(=O)Cn1cnc2c(cnn2-c2ccc(F)cc2)c1=O,107,-3,1.7,10,-8,-4,0.9,3,2
CCC/C(=C1/c2ccccc2C(=O)N1c1ccccc1)c1ccc2c(c1)OCO2,x,x,-0.2,x,-5,x,0.2,-6,x
Cc1cc(C(=O)COC(=O)COc2ccccc2C#N)c(C)n1CC1CCCO1 (configuration not stated),x,x,5.0,x,-9,x,5.9,-8,x
O=C(Oc1ccc2c(c1)OCO2)c1ccc(F)cc1Cl,98,-3,1.3,-14,-10,22*,-1.8,0,3

# Shown with tabs: 13 of the compounds above.
smiles	MEKK2 WT-MEK5	M18AAP inhibitor	V1aR counter	NALP1 inh	OXTR potentiate	GPR7 antagonist	OXTR ag	GalR3 antagonist	MEKK2 mut-MEK5
CN1CCC(N(C)C(=S)NC(=O)c2cc(-c3cccc(Br)c3)nc3ccccc23)CC1	111	9	1.8	6	-8	-3	2.8	5	5
CCOC(=O)c1ccc(S(=O)(=O)NCCN2CCOCC2)cc1	96	7	3.2	2	-2	-8	2.7	-7	4
Cc1nc2ccccc2c(=O)n1/N=C/c1ccccc1F	104	-8	0.1	24	-10	4	-1.2	2	6
COc1ccccc1CNC(=O)Cc1ccc(OC)c(OC)c1	103	1	-0.4	-9	-13	3	-0.1	-7	1
CCOCCCNc1nc2c([nH]1)c(=O)n(C)c(=O)n2C	101	-5	0.1	-1	-6	6	0.0	-3	2
O=C(CCNC(=O)c1ccc([N+](=O)[O-])cc1)Nc1cccc(S(=O)(=O)N2CCOCC2)c1	x	x	0.6	x	-11	x	-0.6	-4	x
Cc1ccc(NC(=O)CCC(=O)c2cccs2)c(Br)c1	107	-10	-0.1	16	-13	1	0.4	1	4
Cc1cc(C)c2nc(N3CCCN(C(=O)c4ccco4)CC3)c(C#N)cc2c1	91	6	-0.5	-22	-2	-1	-1.7	0	-4
O=C(c1cc(Sc2ccc(Cl)cc2)nc2ccccc12)N1CCN(c2ccccn2)CC1	88	-4	-0.2	10	-4	-22	-0.9	0	-1
CCOCCCNC(=O)Cn1cnc2c(cnn2-c2ccc(F)cc2)c1=O	107	-3	1.7	10	-8	-4	0.9	3	2
CCC/C(=C1/c2ccccc2C(=O)N1c1ccccc1)c1ccc2c(c1)OCO2	x	x	-0.2	x	-5	x	0.2	-6	x
Cc1cc(C(=O)COC(=O)COc2ccccc2C#N)c(C)n1CC1CCCO1 (configuration not stated)	x	x	5.0	x	-9	x	5.9	-8	x
O=C(Oc1ccc2c(c1)OCO2)c1ccc(F)cc1Cl	98	-3	1.3	-14	-10	22*	-1.8	0	3
